GSIS activator – GLuc luminescence reporter in INS-1E cells, primary screen for activators of glucose-dependent secretion of insulin; INS-1E GLuc reporter insulin secretion, 2-3 h; actives 0.61% (n = 370,000); activation, % at 16.6 µM;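 active means lowest replicate activation of at least 40%, so every replicate reaches that level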;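 further: 0% = median of neutral control wells and 100% = median of IBMX positive control wells; some compounds called inactive have numbers as strong as hits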
LGR2 antag – Drosophila LGR2 receptor signaling inhibition; HEK293 LGR2, CRE-luciferase, bursicon-stimulated, 4 h; inhibition, % at 9.99 µM; actives 0.35% (n = 380,000); AID 720647;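 active means drop in luminescence signal, shown as inhibition above about 50% in the replicate tests, limit read from the data, passing the limit was not always enough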;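 further: agonist challenge used bursicon conditioned medium at about half maximal strength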
PglD DTNB – PglD (C. jejuni) enzyme inhibition. AID 602405. actives 0.098% (n = 360,000). inhibition, % at 12.5 µM. purified PglD enzyme, DTNB colorimetric CoA detection; in the data active means inhibition above about 16%, passing the limit was not always enough; further: strong numbers were not always called active
C2C12 statin – suppression of simvastatin myotoxicity; C2C12 myotubes + simvastatin, ATP luminescence, 48 h; scaled: DMSO 0, geranylgeraniol control 100; actives 0.78% (n = 330,000); rescue of ATP level, % at 7.49 µM;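 active means mean ATP rescue above about 67%, or every replicate alone reaching that limit, limit read from the data, passing the limit was not always enough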;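 further: myotubes were challenged with 10 µM simvastatin during compound exposure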
PAX8 reporter – lowers PAX8-driven luciferase in RMG-I cells | RMG-I TPO-luciferase reporter, SteadyGlo, 24 h | inhibition, % at 12.6 µM | actives 1.2% (n = 360,000) | AID 652154;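 active means mean replicate inhibition at least 60% with every replicate also reaching 60%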;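 further: luciferase light reporting Pax8 driven TPO promoter activity; plate controls were median of neutral control wells for no effect and mitoxantrone controls for full effect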
PGC1a acetyl inh – modulators of PGC1a acetylation | U2OS PGC1a acetylation, AlphaScreen anti-acetyl-lysine; with virally co-expressed GCN5 acetyltransferase | inhibition, % at 15.6 µM | actives 0.17% (n = 350,000);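 active means every replicate shows inhibition of at least 40%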;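 further: 0% = neutral control wells and 100% = positive control wells; some results beyond the cut were filed as inactive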
Cneo AK release – causes C. neoformans cell lysis; adenylate kinase release luminescence, 4 h; normalised: neutral wells 0, clomiphene wells 100; lysis activity, % at 15 µM; actives 0.2% (n = 360,000); AID 651654;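 active means mean lysis activity across replicates of at least 80%, whatever share of replicates individually reach that level; inactive means mean lysis activity below 80%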
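Material – log-phase Cryptococcus neoformans yeast cells · Input – 5 × 10^6 yeast cells/mL · Medium – fresh YPD growth medium · Doses – single compound concentration per well · Timing – static 4 h at 37 °C with compound, 1 h detection · Detection – adenylate kinase release luminescence · Read-out – signal increase indicating cell lysis · Control set – Clomiphene as positive lysis control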
ARNT-TACC3 inh – disruptors of human ARNT/TACC3 interaction. AlphaScreen His-ARNT PAS-B/GST-TACC3 binding, luminescence; TACC3 fragment carries E629A point mutation. inhibition, % at 9.99 µM. actives 0.66% (n = 390,000);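 active means mean inhibition of replicates at least 50% and at least half of replicates each reaching 50%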;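 further: 0% = complete ARNT plus TACC3 wells and 100% = ARNT alone without TACC3; many hits fall short of the cut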
Numbers without * were called inactive; . = no result given.

SMILES | GSIS activator | LGR2 antag | PglD DTNB | C2C12 statin | PAX8 reporter | PGC1a acetyl inh | Cneo AK release | ARNT-TACC3 inh
CCOc1ccc(S(=O)(=O)N(CC)CC(=O)NC2CCS(=O)(=O)C2)cc1 (stereo not given) | 6 | 4 | 1 | 3 | 11 | . | 0 | -4
COc1ccc(CNC(=O)C2CCN(S(=O)(=O)N3CCCCC3)CC2)cc1 | -1 | 11 | 0 | -1 | 1 | -12 | -2 | 29
O=C(OCCOc1cccc(Cl)c1)C1CCN(S(=O)(=O)c2ccccc2)CC1 | 20 | -10 | 7 | -6 | 0 | . | 12 | -7
CN(C)c1cc(Nc2cccc(O)c2)c([N+](=O)[O-])c2nonc12 | 4 | 0 | 3 | . | 7 | 7 | 0 | .
CC(C)C[C@H](NC(=O)N1CCn2c1nc1ccccc12)C(=O)N[C@@H](Cc1ccccc1)C(=O)O | -4 | 6 | -6 | 0 | . | 3 | -1 | -35
Cc1ccc(NC(=O)c2sccc2C)cc1[N+](=O)[O-] | 23 | -68 | . | . | -157 | . | . | 3
Cc1ccc(CC(=O)Nc2nnc(-c3ccc(F)cc3)o2)c(C)c1 | . | . | 1 | 3 | . | -25 | -12 | -1
Cc1nnc(SCCn2c(N3CCCCC3)nc3c2c(=O)[nH]c(=O)n3C)s1 | -6 | -5 | . | . | -13 | . | . | -15
COc1cc(OC)c(N(C)C(=O)c2cc3c(s2)-c2ccccc2S(=O)(=O)C3)cc1Cl | -5 | -10 | 2 | -12 | 19 | -8 | -1 | .
OC(CN1CCN(c2ccccc2Cl)CC1)c1ccccc1 (stereo not given) | 6 | -7 | 1 | 4 | -6 | 9 | 1 | 6
CN(C)c1ccc(C(=S)N2CCN(c3ccc([N+](=O)[O-])cc3)CC2)cc1 | -1 | -3 | -1 | -10 | 9 | 3 | 2 | 0
Cc1noc(C)c1NC(=O)Nc1ccc2c(c1)C(=O)N([C@H](C)CO)C[C@H](C)[C@@H](CN(C)C(=O)NC1CCCCC1)OCCCC[C@@H](C)O2 | 14 | -11 | -2 | . | 1 | -5 | -6 | 1

Sorted by SMILES length (high to low): 5 of the compounds above.
SMILES | GSIS activator | LGR2 antag | PglD DTNB | C2C12 statin | PAX8 reporter | PGC1a acetyl inh | Cneo AK release | ARNT-TACC3 inh
CC(C)C[C@H](NC(=O)N1CCn2c1nc1ccccc12)C(=O)N[C@@H](Cc1ccccc1)C(=O)O | -4 | 6 | -6 | 0 | . | 3 | -1 | -35
O=C(OCCOc1cccc(Cl)c1)C1CCN(S(=O)(=O)c2ccccc2)CC1 | 20 | -10 | 7 | -6 | 0 | . | 12 | -7
COc1ccc(CNC(=O)C2CCN(S(=O)(=O)N3CCCCC3)CC2)cc1 | -1 | 11 | 0 | -1 | 1 | -12 | -2 | 29
Cc1ccc(CC(=O)Nc2nnc(-c3ccc(F)cc3)o2)c(C)c1 | . | . | 1 | 3 | . | -25 | -12 | -1
OC(CN1CCN(c2ccccc2Cl)CC1)c1ccccc1 (stereo not given) | 6 | -7 | 1 | 4 | -6 | 9 | 1 | 6

New compounds follow:
SMILES | GSIS activator | LGR2 antag | PglD DTNB | C2C12 statin | PAX8 reporter | PGC1a acetyl inh | Cneo AK release | ARNT-TACC3 inh
CN(C)c1nc(N(C)C)nc(N(C#N)CN2C(=O)c3ccccc3S2(=O)=O)n1 | 60 | -11 | -2 | 10 | 15 | . | -1 | -3
O=C(Cc1c(Cl)cccc1Cl)N/N=C/c1cccnc1 | 7 | 4 | 4 | . | 3 | -3 | 1 | 3
CC(=O)c1sc(NC(=O)c2ccccc2)nc1-c1ccccc1 | 0 | -77 | . | . | -211 | 3 | . | -9
CC(C)[C@H](NC(=O)OCc1ccccc1)C(=O)OCC(=O)c1ccccc1 | -9 | -21 | -1 | -11 | -70 | 1 | -1 | -9
Cc1cc(C(=O)NC2CCCc3c2cnn3-c2cccc(C)c2C)c(C)o1 (stereo not given) | -33 | 3 | -1 | -1 | 23 | -3 | 1 | 1
Cc1cccc(NC(=O)c2sc3nc4c(c(-c5ccco5)c3c2N)CCC4)c1 | . | . | 3 | -11 | . | 1 | 0 | 3
CCOC(=O)c1c(CN(C)C)oc2cc(CN(C)C)c(O)c(CSc3ccccc3)c12 | . | . | -2 | . | . | -8 | 0 | 11
CN(C)C(=O)[C@H]1[C@H](CO)[C@H]2Cn3c(ccc(-c4ccccc4F)c3=O)[C@H]2N1C(=O)C1CC1 | 8 | 3 | 2 | 0 | -6 | . | 0 | 18
CCNC(=O)C[C@@H]1CC[C@H]2[C@@H](COc3ccc(NC(=O)c4cccc(C(F)(F)F)c4)cc3C(=O)N2C)O1 | -2 | -9 | -1 | 23 | -5 | 5 | 3 | 0
CCOc1cc(C(=O)NCc2ccccc2)ccc1OCC(=O)N1CCOCC1 | 5 | 0 | 0 | 0 | 0 | 7 | -1 | 12
COc1ccc(S(=O)(=O)NCc2ccccn2)cc1NC(=O)c1ccccc1 | 11 | 4 | 0 | -196 | 7 | 3 | 5 | 5
CCC(=O)N1CCCc2cc(S(=O)(=O)N3CCN(c4ccccn4)CC3)ccc21 | . | . | 1 | 35 | . | 1 | 0 | 0
COc1ccc(Cl)c(OC)c1C(=O)NC(=O)Nc1c(F)cc(F)cc1F | 3 | -5 | 1 | . | -20 | 5 | 0 | -13
Cc1ccc(-c2nnn(CC(=O)N3CCCCC3)n2)o1 | 4 | -10 | . | . | -18 | 1 | . | 3
COc1ccc(CCNC(=O)C2CC(c3cccc(F)c3)=NO2)cc1 (stereo not given) | 11 | -11 | 1 | 5 | -25 | 2 | 2 | -1
COc1ccccc1N1C(=O)C(=O)N(C)C1=O | 3 | 6 | . | . | -11 | 12 | . | -6
CCCC#Cc1cnc2c(c1)C(=O)N([C@H](C)CO)C[C@@H](C)[C@@H](CN(C)C(=O)C1CCCCC1)O2 | -9 | -1 | . | -2 | . | -6 | . | .
C[C@@H]1CN([C@@H](C)CO)C(=O)c2cc(NC(=O)Nc3ccc(F)cc3)ccc2O[C@@H](C)CCCCO[C@H]1CN(C)Cc1ccc(C(=O)O)cc1 | 12 | 0 | -4 | . | -8 | -4 | 0 | -6
O=C(C[C@H]1CC[C@H]2[C@@H](COC[C@H](O)CN2C(=O)Nc2ccc(F)cc2)O1)NCC1CC1 | -11 | 10 | 3 | -13 | . | -2 | -3 | 0
O=C(O)c1ccc2c(c1)C(=O)N(c1ccc(OCc3ccccc3)cc1)C2=O | . | -24 | -1 | 2 | 12 | -12 | -4 | -1
O=C(NCCN1CCOCC1)c1cc(-c2ccc(F)cc2)nc2ccccc12 | -2 | 6 | . | -17 | 13 | . | . | -6
Cc1cc(C(=O)OCC(=O)Nc2cc(S(=O)(=O)N(C)C)ccc2C)c2ccccc2n1 | -10 | 3 | -3 | -10 | 4 | 2 | -2 | 5
COC(=O)c1ccc(NC(=S)NC2CC3CCC2C3)cc1 (stereo not given) | -26 | -29 | . | . | -47 | . | . | -1
O=C(CN1CCN(S(=O)(=O)c2ccc(Cl)cc2)CC1)NC(=O)NC1CCCCC1 | . | . | 0 | . | 14 | -4 | 0 | 5
NS(=O)(=O)c1cc([N+](=O)[O-])ccc1NCc1cccnc1 | 10 | -5 | -16 | 1 | 2 | 5 | 2 | -7
O=C(Nc1ccccc1)N1CCCCN2[C@@H](CO)[C@@H](c3ccc(Br)cc3)[C@@H]2C1 | -16 | -16 | 7 | -27 | -23 | 1 | 3 | -4
CC(C)CCNC(=O)c1cc(S(=O)(=O)N2CCCCC2)ccc1N1CCOCC1 | -8 | 8 | . | -4 | 17 | . | . | 1
CCc1ccc(C(=O)NNc2ccccc2F)cc1 | . | . | 0 | 20 | -81 | 5 | -1 | -7
COc1ccc(CCN2C(=O)CCC2(C)C(=O)NC2CCCC2)cc1OC (stereo not given) | 39 | -7 | -5 | -10 | -14 | -9 | 0 | -4
Cc1cc(NS(=O)(=O)c2ccc(NC(=O)Cc3ccccc3)cc2)nc(C)n1 | 24 | 3 | 5 | 10 | 2 | . | -9 | -5
Cc1ccc(S(=O)(=O)N[C@H]2CC[C@@H](CC(=O)N3CCc4ccccc4C3)O[C@@H]2CO)cc1 | -7 | 8 | 8 | 2 | 4 | -18 | 10 | -7
CC(C)C(NC(=O)C12CC3CC(CC(C3)C1)C2)C(=O)N/N=C/C1=C(N2CCOCC2)C(=C\c2cccc([N+](=O)[O-])c2)/CC1 (stereo not given) | -3 | -14 | -3 | 2 | 0 | -3 | -1 | -1
CCCCN(CCCC)S(=O)(=O)c1c(C)[nH]c(=O)[nH]c1=O | 0 | 5 | . | . | -19 | 7 | . | -5
COc1ccc(C(=O)CSc2nc(-c3ccccn3)nc(C)c2Cl)cc1 | 7 | 8 | 0 | . | 22 | -17 | 0 | 0
CCN(CC(=O)Nc1ccc2c(c1)OCCO2)C(=O)C1CC(=O)N(c2ccc(OC)cc2OC)C1 (stereo not given) | 2 | -7 | -2 | 3 | 2 | . | 1 | 5
CCOC(=O)c1sc(=S)n(-c2ccc3c(c2)OCO3)c1N | 2 | -20 | 0 | 25 | . | -4 | -1 | 9
CCCCn1c(N)c(N(CC(C)C)C(=O)CSCC(=O)Nc2cccc(C)c2)c(=O)[nH]c1=O | -17 | -4 | 3 | -7 | -6 | -2 | -1 | 2
CC(=O)c1ccc(NC(=O)CCc2nnc3ccc(NCc4ccco4)nn23)cc1 | 21 | -28 | -2 | 0 | -99 | . | 0 | .
CC(C)=C1SC(N2CCN(c3ccc(C)cc3)CC2)=NC1=O | -7 | 13 | -2 | 0 | . | -7 | 1 | -6
O=C(Cc1ccccn1)NCC[C@H]1CC[C@H](NC(=O)CN2CCOCC2)[C@@H](CO)O1 | 11 | -1 | 4 | -3 | -4 | -6 | 3 | 7
Cc1cc(OCC(O)CN(CCO)CCO)ccc1Cl (stereo not given) | 3 | 26 | 4 | -6 | . | -1 | -1 | -4
Cc1ccc(-n2ncc3c(=O)n(CC(=O)NC4CCCCC4)cnc32)cc1C | . | . | -3 | 2 | . | -15 | -6 | -6
CN(C)C(=O)c1cccc(-c2ccc([C@@H]3[C@@H](CO)N4CCCCN(Cc5cccnc5)C[C@@H]34)cc2)c1 | 6 | 10 | -2 | . | -29 | -5 | -1 | 1
Cc1ccccc1C(=O)NCC(=O)OC(C)C(=O)NCc1ccco1 (stereo not given) | 9 | -7 | -4 | -1 | -3 | -11 | 0 | 7
c1ccc(CNCc2ccc(CNCc3ccccc3)cc2)cc1 | . | -6 | -6 | -29 | 6 | -14 | 2 | .
C[n+]1ccccc1C1CCCC/C1=N\NC(N)=S (stereo not given) | . | 1 | . | 1 | 15 | . | . | 15
C[C@@H](NC(=O)C[C@H]1C[C@@H]2c3cc(NS(=O)(=O)c4ccc(F)cc4)ccc3O[C@@H]2[C@@H](CO)O1)c1ccccc1 | -12 | 13 | 3 | -17 | -5 | 8 | 0 | 2
CCC(=O)N1[C@H](CN(CC)C(=O)c2cccc(F)c2)[C@H](c2ccccc2)[C@@H]1CO | 13 | 11 | 7 | 5 | -15 | 2 | -5 | 2
CCn1cc(C(=O)N2CCCc3ccccc32)c2cc(OC)c(OC)cc2c1=O | . | . | -5 | 1 | . | 2 | 0 | 2
CC(=O)c1cnc(N(C)C)s1 | . | . | 1 | . | . | -8 | -1 | 27
CCc1c(C)nc2ncnn2c1N1CCCC(C(=O)Nc2ccc(NC(C)=O)cc2)C1 (stereo not given) | . | . | 6 | 5 | . | -5 | -1 | -9
O=C(O)CC/C(=N\Nc1ccc([N+](=O)[O-])cc1S(=O)(=O)N1CCOCC1)c1cccs1 | 6 | 1 | -6 | -28 | -2 | -6 | -1 | -2

High-throughput results deposited in PubChem by Broad Institute.
